N370S GC: inhibitors or activators of N370S glucocerebrosidase for Gaucher disease. N370S GC spleen homogenate, 4MU-glucoside fluorescence. Potency, µM (titrated, usually from 59.4 µM), inactives show top-dose activity change, negative = inhibition, hits mostly inhibitors. 330,000 compounds, 0.092% hits. AID 2101; active means well fitted inhibition curve with a large enough effect; inconclusive means small, poorly fitted or top-dose-only effect, or effect the other way, or another doubt; inactive means no such curve, though single readings can be large or run the other way;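 further: 0% = full enzyme activity and -100% = no enzyme basal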
The depositor's hits bear a star; ? = inconclusive; & = joins results of further samples; [ ] = remark or other dose. Potency means the concentration at half of the fitted maximal effect. Only part of the results is shown, so the mix of outcomes need not match the whole.

Molecule	N370S GC
COC(=O)C1=C(C)N(Cc2ccccc2)C(=NCc2ccc(OC)cc2)N[C@H]1c1ccc(Br)cc1	-5%
O=C(/C=C/c1cccc([N+](=O)[O-])c1)NC(=S)Nc1ccccc1C(=O)O	-5%
CCCn1c(-c2ccc(F)cc2)nc2c(NCCCCN(CC)CC)nc(C)nc21	-8%
COc1ccc(-c2cc(C(=O)OCC(=O)NC(C)(C)C)c3ccccc3n2)cc1	20%
CCN1C(=NCCc2c[nH]c3ccccc23)N[C@@H](c2ccccc2)C(C(=O)OC)=C1C	-8%&-16%
CCOC(=O)c1nn(-c2ccccc2)c(=O)c2c(N)sc(C)c12	0%
COC(=O)C1(Cc2ccccc2)C=C2C(=C(C(C)C)C(=O)C2C)CN1 (configuration not stated)	-12%
COc1ccc2c3c(c(=O)oc2c1)C1O[C@](c2ccsc2)(Cc2cc(C#N)ccc21)O3	1%[12.8 µM]
Cc1ccc(-c2nc(SCC(=O)Nc3ccccc3OC(F)F)c3c(C)c(C(=O)O)sc3n2)cc1	15%
C[C@H]1C2=C3C(CC[C@H]4C(OCc5ccc(F)cc5C(F)(F)F)OC[C@](C)([C@@H]34)N(C(=O)OC(C)(C)C)C2)C(CO)C1CO (some centres not stated)	-11%
O=C(c1cnc2n(c1=O)CCS2)N1CCN(c2ccccc2Cl)CC1	9%
CCOC(=O)C1(C(C)C)Oc2ccccc2C(c2ccc(OC)cc2)=C1C(=O)OC (configuration not stated)	-17%
O=c1oc2ccccc2c2c1C1O[C@](c3ccsc3)(Cc3c1ccc1ccccc31)O2	-3%[12.8 µM]
O=c1c2c3c(sc2nc(N2CCNCC2)n1-c1cccc(Cl)c1)CCCCC3	-4%
COc1ccc([C@]23Cc4cc(C#N)ccc4C(O2)c2c(cc(-c4ccccc4)oc2=O)O3)cc1	-1%[12.8 µM]
Cc1ccc2c(c1)c1c(n2CC(O)CN2CCOCC2)CCCC1 (configuration not stated)	-13%
CCCCn1c(C)cc2c(c1=O)C1O[C@](c3ccc(OC)cc3)(Cc3cc(OC)c(OC)cc31)O2	-7%[12.8 µM]
CCc1nc(SCC(=O)N2CCN(c3ccccc3)CC2)c2c(=O)n(C)c(=O)n(C)c2n1	13%
CCCC[C@]12Cc3cc(OC)c(OC)cc3C(O1)C1=C(O2)C(=O)c2ccccc2C1=O	-10%[12.8 µM]
COc1cc2c(cc1OC)C1O[C@](c3ccsc3)(C2)OC2=C1C(=O)OC1(CCCCC1)C2	10%[12.8 µM]
CC[C@H]1C(c2ccccc2)=NN(c2ccccc2)[C@@H]1CO	?
O=C1CC(=O)c2c1cccc2[N+](=O)[O-]	-7%
CCCC[C@]12Cc3ccccc3[C@H](O1)C1=C(O2)C(=O)c2ccccc2C1=O	1%[12.8 µM]
Cc1ccc(/C=C/C(=O)Oc2ccc(C#N)cc2)o1	-2%
Cc1ccc(N/N=C2\CC(=O)c3ccccc32)cc1Cl	-7%

Going on with the list:
Molecule	N370S GC
C=C1c2cccc(OC)c2O[C@H](C(=O)OCC)[C@@H]1CCC(C)C	2%[89.1 µM]
CC(C)n1nnnc1SCC(=O)Nc1ccc2c(c1)OCCO2	-4%
COc1ccc(SCCN2CCN(CCc3ccccc3)CCC2=O)cc1	-16%
CN(C)S(=O)(=O)N(CC(=O)Nc1ccccc1C(F)(F)F)c1ccccc1	?
O=C(Oc1ccc2cc(Br)ccc2c1)N1CCCCCC1	13%
Clc1ccc(-c2n[nH]c3c2Cc2ccccc2-3)cc1Cl	0%
CCCCC[C@]12Cc3ccccc3C(O1)C1=C(CC(C)(C)CC1=O)O2	4%[12.8 µM]
COc1ccc(N2Cc3ccc(C(=O)N/N=C\c4ccc(O)cc4O)cc3C2)cc1	-19%
COc1ccc([C@]23Cc4cc(OC)c(OC)cc4C(O2)c2c(c4ccccc4oc2=O)O3)cc1	0%[12.8 µM]
Cc1ccc(NCc2ccc(C)s2)cc1	-2%
N#C/C(=C\c1cc(Cl)c(OCc2ccc(Cl)cc2)c(Cl)c1)C(N)=O	4%
Cc1ccc2c(C(=O)CN3CCC(C(N)=O)CC3)c(C)[nH]c2c1	-7%
CCCCC[C@]12Cc3cc(OC)c(OC)cc3C(O1)c1c(cc(C)n(-c3ccccc3)c1=O)O2	-4%[12.8 µM]
O=C1Nc2ccc(C(F)(F)F)cc2N2CCCC12 (configuration not stated)	-11%
Cc1c(O)nc2sc3ccccc3n2c1=O	-23%
C#CCOCCOCCOCCNc1nc(N2CCN(C(=O)CCCCCCCCCCNC(=O)[C@H](CO)n3cc(CCCSC)nn3)CC2)nc(N2CCN(C(=O)CCCCCCCCCCNC(=O)[C@H](CCCCN)n3cc(C[C@@H](C)CC)nn3)CC2)n1	?
N#Cc1c(-c2ccncc2)c2c([nH]c1=O)-c1ccccc1OC2	?
O=C1C=CC(=O)N1c1ccc(I)cc1Cl	-1%
Fc1cccc(CNc2ncnc3ccc(-c4cccc(Cl)c4)cc23)c1	-9%
O=C1C=C(O)c2c(O)cccc2C1=O	22%
CCCCC[C@]12Cc3ccccc3C(O1)c1c(cc(C)oc1=O)O2	-5%[12.8 µM]
O=C(Nc1ccc(Cl)c([N+](=O)[O-])c1)Nc1nc2ccccc2s1	-10%
COC(=O)CCc1ccccc1S(=O)(=O)N(CCC(=O)OC)Cc1ccccc1	5%
CC(=O)Oc1ccc(C23CC4CC(CC(C4)C2)C3)cc1C(=O)O	-11%
O=C1CCCC2=C1C1O[C@](CCCCN3C(=O)c4ccccc4C3=O)(Cc3ccccc31)O2	-3%[12.8 µM]

Continuation.
Molecule	N370S GC
CCCC[C@]12Cc3cc(C#N)ccc3C(O1)c1c(cc(C)n(Cc3ccccc3)c1=O)O2	4%[12.8 µM]
CC1=C(C#N)C(=O)N(C2CCS(=O)(=O)C2)C(=O)/C1=C\c1ccco1 (configuration not stated)	-1%
Cn1c(=O)[nH]c(=O)c2c1nc(Br)n2C/C=N/NC(N)=S	1%
COc1ccc([C@]23Cc4cc(OC)c(OC)cc4C(O2)c2c(cc(-c4ccccc4)oc2=O)O3)cc1	-6%[12.8 µM]
O=C(/C=C/c1ccc(O)c(O)c1)O[C@H](Cc1ccc(O)c(O)c1)C(=O)O	?
COc1ccc([C@]23Cc4cc(OC)c(OC)cc4C(O2)C2=C(CC4(CCCCC4)OC2=O)O3)cc1	-2%[12.8 µM]
Cc1cc(O)cc(O)c1C(=O)OC1(C)C(=O)C=C2C=C(/C=C/CO)OC=C2C1=O (configuration not stated)	-5%
COC/C=C/C1=CC2=CC(=O)C(C)(OC(=O)c3cnc4ccccc4n3)C(=O)C2=CN1c1ccc(CO)cc1 (configuration not stated)	0%
O=C(O)C[C@@H]1C(=O)O[C@@H]2C(COC(=O)c3cc(O)c(O)c(O)c3)O[C@@H](OC(=O)c3cc(O)c(O)c(O)c3)[C@@H](OC(=O)c3cc(O)c(O)c4c3[C@H]1[C@H](O)C(=O)O4)[C@H]2OC(=O)c1cc(O)c(O)c(O)c1 (some centres not stated)	-19%
CC12OC1C1(O)CCCC1=CC2=O (configuration not stated)	-8%
COc1ccccc1Nc1nn2c(=O)c3ccc(C(=O)NCc4cccnc4)cc3nc2s1	-2%
CCOC(=O)C1=C(C)N=c2s/c(=C/c3ccc(OCC(=O)O)cc3)c(=O)n2C1c1ccc(SC)cc1 (configuration not stated)	-3%
CCc1cccc(CC)c1NC(=O)CN1CCc2cc(OC)c(OC)cc2C1	0%
COc1cc(/C=C/c2ccc3cccc(O)c3n2)c(Br)cc1O	-6%
COc1cc2c(cc1OC)C1O[C@](c3ccsc3)(C2)Oc2c1c(=O)oc1ccc(F)cc21	-28%[12.8 µM]
Cc1cc(C)c(NC(=O)c2sc3nc(C)[nH]c(=O)c3c2C)c(C)c1	-1%
C[C@@H]1C[C@@H]2OC(=O)[C@]3(C)[C@H]2[C@@H](OC3(C)O)[C@]2(C)C(=O)CC[C@H]12 (some centres not stated)	17%
C#CCOCCOCCOCCNc1nc(N2CCN(C(=O)[C@H](CCCCN)n3cc([C@@H](N)C(C)CC)nn3)CC2)nc(N2CCN(C(=O)[C@H](CCCCN)n3cc([C@@H](N)CO)nn3)CC2)n1 (some centres not stated)	8%
COC(=O)C1(C)Cc2cc(OC(C)=O)c(OC(C)=O)cc2N1 (configuration not stated)	-10%
c1ccc(COCCC2CO2)cc1 (configuration not stated)	-11%
O=[N+]([O-])c1ccc(-c2nnc(S)n2-c2ccccc2)cc1	-6%
CCN1C(=O)/C(=C\c2ccc(-c3cccc(C(=O)OC)c3)o2)SC1=Nc1ccc(C(=O)O)cc1	-1%
Cn1ccc2cc(-c3ccc4ncnc(NCc5ccc6c(c5)OCO6)c4c3)ccc21	-9%
O=c1oc2ccccc2c2c1C1O[C@](c3ccsc3)(Cc3ccccc31)O2	-9%[12.8 µM]
CCCCn1c(C)cc2c(c1=O)[C@H]1O[C@](CCCC)(Cc3c1ccc1ccccc31)O2	4%[12.8 µM]

(continued)
Molecule	N370S GC
CN(C)c1c(-c2ccccc2)cc(-c2ccccc2)[nH]c1=O	20%
COC(=O)[C@@]1(Cc2ccc(F)cc2)[C@@H]2[C@@H](CC(=O)[C@H]2CC(=O)C(=O)N2CCCC2)CN1C(=O)c1ccccc1	0%
O=[N+]([O-])c1ccc(N2N=C(c3ccccc3)CC2c2ccccc2O)cc1 (configuration not stated)	-7%
COc1ccc([C@]23Cc4ccccc4C(O2)C2=C(CC4(CCCCC4)OC2=O)O3)cc1	-15%[12.8 µM]
CC(OC(=O)c1ccc(NC(=O)CC#N)cc1)C(=O)Nc1ccc(Oc2ccccc2)cc1 (configuration not stated)	-1%
COc1ccc([C@]23Cc4cc(OC)c(OC)cc4C(O2)C2=C(CC(C)(C)CC2=O)O3)cc1	-5%[12.8 µM]
COc1ccc(/C(C#N)=C/c2cccnc2)cc1	?
CCOC(=O)CC1C(=O)NCCN1c1nc2c(C)cccn2c(=O)c1/C=C1\SC(=S)N(CC(C)C)C1=O (configuration not stated)	16%
Cc1ccc(C)c(CSc2nc(-c3ccco3)nc3c2c(=O)n(C)c(=O)n3C)c1	0%
NS(=O)(=O)c1ccc(-c2ccc(/C=C3\C(=O)Nc4ccccc43)o2)cc1	-12%
CC(C)Cc1ccccc1O	1%
COc1ccc(-c2cc(C(F)F)n3ncc(C(=O)Nc4cnn(Cc5ccccc5)c4)c3n2)cc1	9%
CCN1C(=NCc2cc(OC)c(OC)c(OC)c2)N[C@@H](c2cccc(F)c2)C(C(=O)OC)=C1C	-20%

Grouped by structure: the entries above containing a thiophene ring, fused or not (ten)
Molecule	N370S GC
CCOC(=O)c1nn(-c2ccccc2)c(=O)c2c(N)sc(C)c12	0%
COc1ccc2c3c(c(=O)oc2c1)C1O[C@](c2ccsc2)(Cc2cc(C#N)ccc21)O3	1%[12.8 µM]
Cc1ccc(-c2nc(SCC(=O)Nc3ccccc3OC(F)F)c3c(C)c(C(=O)O)sc3n2)cc1	15%
O=c1oc2ccccc2c2c1C1O[C@](c3ccsc3)(Cc3c1ccc1ccccc31)O2	-3%[12.8 µM]
O=c1c2c3c(sc2nc(N2CCNCC2)n1-c1cccc(Cl)c1)CCCCC3	-4%
COc1cc2c(cc1OC)C1O[C@](c3ccsc3)(C2)OC2=C1C(=O)OC1(CCCCC1)C2	10%[12.8 µM]
Cc1ccc(NCc2ccc(C)s2)cc1	-2%
COc1cc2c(cc1OC)C1O[C@](c3ccsc3)(C2)Oc2c1c(=O)oc1ccc(F)cc21	-28%[12.8 µM]
Cc1cc(C)c(NC(=O)c2sc3nc(C)[nH]c(=O)c3c2C)c(C)c1	-1%
O=c1oc2ccccc2c2c1C1O[C@](c3ccsc3)(Cc3ccccc31)O2	-9%[12.8 µM]

Compound activity: PubChem BioAssay, National Center for Advancing Translational Sciences (NCATS)
